BaF3 parental: reduces parental Ba/F3 cell viability, JAK2V617F counter-screen. actives 1.1% (n = 220,000). inhibition, % at 5.6 µM. CellTiter-Glo ATP luminescence;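 active means inhibition above a per-campaign cutoff, the mean inhibition of all tested compounds plus 3 SD, cut at about 27% in these data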;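 further: 0% = DMSO wells and 100% = JAK Inhibitor I control wells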
Furin inh: human furin inhibition; P09958; purified furin, fluorogenic substrate cleavage; actives 0.061% (n = 220,000); inhibition, % at 30 µM; in the data active means inhibition above about 25%; further: inactives centre near -15
Target sequence (P09958 108-714 limits assumed): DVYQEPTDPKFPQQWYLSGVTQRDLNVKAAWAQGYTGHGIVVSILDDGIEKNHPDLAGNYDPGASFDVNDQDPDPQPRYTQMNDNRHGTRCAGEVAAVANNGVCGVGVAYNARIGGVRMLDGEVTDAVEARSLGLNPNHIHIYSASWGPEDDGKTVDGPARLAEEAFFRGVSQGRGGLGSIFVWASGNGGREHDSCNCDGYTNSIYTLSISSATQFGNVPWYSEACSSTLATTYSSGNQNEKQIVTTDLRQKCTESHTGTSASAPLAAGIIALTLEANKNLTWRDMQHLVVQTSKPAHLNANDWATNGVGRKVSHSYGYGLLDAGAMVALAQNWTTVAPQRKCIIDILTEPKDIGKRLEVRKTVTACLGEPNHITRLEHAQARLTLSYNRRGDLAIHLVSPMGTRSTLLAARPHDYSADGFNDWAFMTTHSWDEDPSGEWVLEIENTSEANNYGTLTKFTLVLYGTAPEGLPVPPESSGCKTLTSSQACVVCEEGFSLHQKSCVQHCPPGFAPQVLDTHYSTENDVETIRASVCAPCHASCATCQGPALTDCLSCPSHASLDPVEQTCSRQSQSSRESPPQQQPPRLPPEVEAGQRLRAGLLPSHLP
PPC-1+TRAIL kill: compounds killing PPC-1 cancer cells with TRAIL present (potentiator screen, no TRAIL-free arm); actives 0.41% (n = 220,000); cell killing (% activity), % at 4 µM; AID 1443; PPC-1 cells + TRAIL, ATPLite viability luminescence;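 active means cell killing above 50% in the first pass at 4 µM, then a duplicate retest at 5 µM averaging 50% or more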;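 further: plate controls were cells with TRAIL plus DMSO for no effect and medium-only wells lacking cells for full effect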
RBBP9 inhibitor: blocks human serine hydrolase RBBP9; AID 1515; O75884; recombinant RBBP9, FP-Rh probe fluorescence polarization; inhibition, % at 7.94 µM; actives 0.2% (n = 220,000);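 active means inhibition above the campaign mean of all tested compounds plus 3 SD, cut at about 14% in these data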;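 further: plate controls were DMSO wells with RBBP9 for no effect and wells lacking RBBP9 protein for full effect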
Target sequence (O75884 whole entry, looked up): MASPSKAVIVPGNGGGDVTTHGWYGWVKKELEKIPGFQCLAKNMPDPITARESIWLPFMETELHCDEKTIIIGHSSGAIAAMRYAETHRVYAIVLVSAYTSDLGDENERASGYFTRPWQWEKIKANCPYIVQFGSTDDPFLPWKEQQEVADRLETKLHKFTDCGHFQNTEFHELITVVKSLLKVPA
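System: RBBP9 protein / Buffer or medium: Tris/NaCl buffer pH 8.0 with 0.1% Pluronic / Probe or stimulus: Serine-hydrolase probe FP-Rh, 375 nM pre-mixing / Dosing: 7.94 µM single dose, 0.794% DMSO / Times: enzyme-compound preincubation 30 min, then probe labeling 45 min, 25 °C / Technique: fluorescence polarization (mP), excitation 525 nm, emission 598 nm / Replication: singlicate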
p97 ATPase inh: human p97 ATPase inhibition; P55072; recombinant p97 ATPase, Kinase-Glo ATP luminescence, 3 h; inhibition, % at 8 µM; actives 0.42% (n = 220,000); AID 1481; in the data active means inhibition above about 15%;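 further: 0% = DMSO vehicle and 100% = wells lacking enzyme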
NCF1 inh: inhibitors of human p47phox binding; P14598; p47phox/p22phox peptide binding, fluorescence polarization, 2 h; inhibition, % at 24.7 µM; actives 0.53% (n = 220,000);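 active means inhibition above about 30%, limit read from the data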;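 further: 0% = p47phox with labelled peptide and 100% = labelled peptide alone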
Ba/F3 V617F tox: lowers viability of Ba/F3 cells expressing EpoR and JAK2V617F. ATP luminescence. inhibition, % at 5.6 µM. actives 1.1% (n = 220,000). AID 1446;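 active means inhibition above the campaign mean plus 3 SD over all tested compounds, cut at about 24% in these data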;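 further: cytokine-independent growth of Ba/F3 cells driven by EpoR plus mutant JAK2; 0% = DMSO-treated cells and 100% = JAK inhibitor I control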
PGE2 EP2 inh: inhibitors of human EP2 prostaglandin E2 receptor. inhibition, % at 25 µM. P43116. actives 0.52% (n = 260,000). AID 1422. C6 glioma cells expressing human EP2, cAMP TR-FRET; cells stimulated with saturating PGE2;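 active means percent inhibition above 40 after rounding to a whole number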;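 further: rat C6 glioma host cells with rolipram phosphodiesterase inhibitor present; the protocol text gives 20 µM as final concentration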
TbHK1 inh: blocks Trypanosoma brucei hexokinase 1 activity | recombinant TbHK1, G6PDH-coupled NADH A340 | inhibition, % at 10 µM | actives 0.11% (n = 220,000);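 active means inhibition of 50% or more in the single-dose primary screen; inactive means inhibition below 50%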
* marks the source's active call; other numbers are inactive results; · = no result given; & = joins results of further samples; [ ] = remark or other dose. Only part of the results is shown (hit frequency here may not be typical).

no.	molecule	BaF3 parental	Furin inh	PPC-1+TRAIL kill	RBBP9 inhibitor	p97 ATPase inh	NCF1 inh	Ba/F3 V617F tox	PGE2 EP2 inh	TbHK1 inh
1	CC(c1ccccc1C(O)c1ccccc1)N(C)C (stereo unspecified)	10	-18[20 µM]	-1	-6	-2	-4	5	5	1
2	O=C(OCC(=O)N1CCc2ccccc21)c1cncc(Br)c1	8	-16	6	-8	-4	16	4	8	7
3	CCOC(=O)C(CC)(CCC(=O)O)c1csc(N)n1 (stereo unspecified)	11	-13[20 µM]	10	1	-2	0	4	3	-8
4	Cc1cc(NC(=O)CCCn2nc([N+](=O)[O-])c(Br)c2C)no1	2	-31	2	-5	5	1	-3	14	-7
5	CCCCNS(=O)(=O)c1ccc(S(=O)(=O)n2cnc3ccccc32)cc1	2	-18[20 µM]	8	-4	-3	0	-1	22	-1
6	CNc1nc2c(Cl)cc(Cl)cc2s1	-1	-16	8	-11	6	-8	-2	11	-10
7	CC1CCN(CC(=O)c2c[nH]c3ccccc23)CC1	13	-23[20 µM]	6	3	1	-22	1	4	-5
8	CC(C)c1nnc(NC(=O)CCC(=O)Nc2ccc3cn[nH]c3c2)s1	-1	-19	14	6	-1	-5	3	4	-8
9	COC(=O)c1ccccc1NC(=O)C1CCCN(S(=O)(=O)c2ccc(F)cc2)C1 (stereo unspecified)	-2	-11[20 µM]	20	2	4	-6	-5	12	0
10	Cc1ccc(S(=O)(=O)N2CCN(C(=O)c3ccc(Cl)nc3)CC2)cc1	4	-19	15	-7	3	-12	1	9	0
11	O=C1CCCN1CCCNC(=S)Nc1ccc(Cl)cc1Cl	8	-31	8	-5	3	-13	-1	9	3
12	COc1cc(NC(=O)COC(=O)/C=C/c2ccccc2Cl)cc(OC)c1	3	-14	6	-4	3	-10	-4	8	28
13	C=CCn1c(NC(=O)CC)c(C(=O)OCC)sc1=S	3	-18[20 µM]	16	-3	2	-36	-5	·	-38
14	COC(=O)C1=NN(N=O)C2(CC(=O)N(c3cc(C)cc(C)c3)C2=O)C1 (stereo unspecified)	5	-12[20 µM]	18	-8	6	-9	-2	4	-4
15	COc1cccc(CNC(=O)Cn2cccc2)c1	-2	-2	22	0	4	-15	-2	·	-1
16	Cc1ccc(-n2c(SCC(=O)Nc3cc(S(=O)(=O)N4CCOCC4)ccc3Cl)nc3ccccc3c2=O)cc1	6	-19	18	1	4	-1	-1	2	8

Ordered by formula weight (ascending): some entries from above.
no.	molecule	BaF3 parental	Furin inh	PPC-1+TRAIL kill	RBBP9 inhibitor	p97 ATPase inh	NCF1 inh	Ba/F3 V617F tox	PGE2 EP2 inh	TbHK1 inh
15	COc1cccc(CNC(=O)Cn2cccc2)c1	-2	-2	22	0	4	-15	-2	·	-1
13	C=CCn1c(NC(=O)CC)c(C(=O)OCC)sc1=S	3	-18[20 µM]	16	-3	2	-36	-5	·	-38
14	COC(=O)C1=NN(N=O)C2(CC(=O)N(c3cc(C)cc(C)c3)C2=O)C1 (stereo unspecified)	5	-12[20 µM]	18	-8	6	-9	-2	4	-4
11	O=C1CCCN1CCCNC(=S)Nc1ccc(Cl)cc1Cl	8	-31	8	-5	3	-13	-1	9	3
9	COC(=O)c1ccccc1NC(=O)C1CCCN(S(=O)(=O)c2ccc(F)cc2)C1 (stereo unspecified)	-2	-11[20 µM]	20	2	4	-6	-5	12	0
16	Cc1ccc(-n2c(SCC(=O)Nc3cc(S(=O)(=O)N4CCOCC4)ccc3Cl)nc3ccccc3c2=O)cc1	6	-19	18	1	4	-1	-1	2	8

The listing continues:
no.	molecule	BaF3 parental	Furin inh	PPC-1+TRAIL kill	RBBP9 inhibitor	p97 ATPase inh	NCF1 inh	Ba/F3 V617F tox	PGE2 EP2 inh	TbHK1 inh
17	CCCCNC(=O)CCCCC(=O)N/N=C/c1cccc(Cl)c1	0	-21	32	-8	2	-9	-1	9	-1
18	O=C(N/N=C/C(Br)=C\c1ccccc1)c1cccs1	-2	-10	11	-11	6	-6	-2	10	-15
19	CCn1c(COc2ccc(=O)n(-c3ccccc3)n2)nnc1SCc1ccc(OC)cc1	-5	-9[20 µM]	-4	-5	-1	-14	-5	17	-6
20	Cc1cc2c3ccccc3ncn2n1	2	-8	3	-1	4	-2	-1	16	-14
21	S=C1NC2=C(C(c3ccc(Br)cc3)N1)N1CCC2CC1 (stereo unspecified)	0	-15[20 µM]	12	-5	-4	-5	-2	13	-2
22	COC(=O)c1cccc(S(=O)(=O)N(Cc2ccco2)Cc2cc3cc(OC)c(OC)cc3[nH]c2=O)c1	4	-7[20 µM]	5	-2	-2	-10	-2	11	-16
23	Cc1cc(NCCO)c2cc(O)ccc2n1	4	-28[20 µM]	8	-5	3	-2	0	8	-29
24	Cc1cccn2c(=O)c3cc(C#N)c(=NC(=O)c4cccs4)n(CCCOC(C)C)c3nc12	1	2	-9	3	1	-8	2	7	-17
25	COc1ccc(N=CC2=C(Nc3ccc(OC)cc3)c3c(C)nn(-c4ccccn4)c3CC2)cc1	0	-4[20 µM]	·	14	3	·	-5	7	-1
26	CC(C)NC(=O)C(=O)NNC(=O)CCc1ccccc1	3	-13	5	-2	5	-5	-1	8	4
27	CC1CCCCN1S(=O)(=O)c1ccc(N(C(=O)c2cnccn2)C(C(=O)NC2CCCCC2)c2cccs2)cc1 (stereo unspecified)	8	-16	-11	2	3	8	0	9	-5
28	CN1CCN(C(=S)NC(=O)c2ccc(-c3ccccc3)cc2)CC1	6	-18	-11	-2	2	-11	-1	6	-7
29	CN(C)S(=O)(=O)c1ccc(NC(=O)C2COc3ccccc3O2)cc1 (stereo unspecified)	5	-19	19	-10	3	-9	1	5	-4
30	CS(=O)(=O)N(CC(=O)N1CCN(c2ccccc2F)CC1)c1ccc2c(c1)OCCO2	6	-2[20 µM]	16	-10	-7	-6	2	7	-5
31	COCCNC(=O)CSc1ccc(Cl)cc1	1	-2	15	-10	-1	4	-2	7	-2
32	CCCOc1ccc(N2C(=O)CC(SC(=NCC)Nc3cccc(F)c3)C2=O)cc1 (stereo unspecified)	4	-9[20 µM]	-4	-11	-8	-17	3	8	8
33	COc1ccc(NC(=O)c2ccc(C)cc2)c(OC)c1	1	-4	10	-7	-2	-5	-2	2	-10
34	CS(=O)(=O)Nc1ccc(S(=O)(=O)NC2CCCCC2)cc1	-1	-23	-8	-1	0	-1	-2	2	0
35	CC(=O)c1oc2ccccc2c1NC(=O)CN1CCCCC1	1	-17[20 µM]	-16	-1	-3	1	-5	·	-15
36	CNC(=O)c1cc(OCC(F)(F)F)ccc1OCC(F)(F)F	7	-16	10	1	-2	1	4	4	0
37	Clc1ccc(Cn2cc(/C=N/n3cnnc3)c3ccccc32)c(Cl)c1	6	-17[20 µM]	18	-8	-6	-10	-1	9	-5
38	CN(C)CCNC(=O)Cc1c(C(=O)O)n(C)c2ccccc12	0	-8[20 µM]	9	8	0	·	-2	·	5
39	COc1ccc([N+](=O)[O-])cc1NC(=O)CC1SC(=Nc2cccc(C)c2C)N(/N=C/c2cccc(OC)c2OC)C1=O (stereo unspecified)	2	-2	2	-6	14	-65	2	7	-29
40	c1ccc2c(NCC3CCCO3)nc(N3CCCCC3)nc2c1 (stereo unspecified)	8	-27	·	-5	1	-5	-3	9	-3
41	CC(C)c1ccc2[nH]c3c(c2c1)CCCC3=O	1	-17	17	-10	6	-3	-1	2	-3
42	O=S(=O)(c1ccccc1)c1cnn2c(C(F)(F)F)cc(-c3ccccc3)nc12	0	-30[20 µM]	-7	-10	-1	-7	-2	11	-2
43	CSc1nsc(SC)c1NC(=O)OC1CCCCC1	2	-12[20 µM]	2	3	0	4	-2	15	2
44	CCn1c(SCc2cccnc2)nc2c1c(=O)n(C)c(=O)n2C	6	-1	9	2	2	1	2	8&7	9
45	O=C(O)CSc1nccc2ccccc12	0	-17	13	-7	5	-2	-5	15	-12
46	CCC(C)NC(=O)c1ccccc1NC(=O)CN(c1ccc(OC)cc1)S(C)(=O)=O (stereo unspecified)	3	-19[20 µM]	9	-2	-4	1	0	7	-8
47	CC(C)Cc1nc(N2CCN(C(=O)C(C)C)CC2)c(C#N)c2c1CCC2	4	-24	17	2	-3	9	-2	20	1
48	COc1ccc2[nH]c3c(=O)n(CCCCC(=O)N4CCC(C(N)=O)CC4)c(=S)[nH]c3c2c1	4	-14	15	6	2	8	2	9	-4
49	Cc1ccc(S(=O)(=O)Cn2nnnc2CN2CCN(C(=O)c3ccco3)CC2)cc1	13	-26	15	-7	-5	1	4	·	4
50	COc1cc(C(=O)CCN2CCC(c3ccccc3)C2)cc(OC)c1OC (stereo unspecified)	-3	-18	20	-4	6	-3	-2	8	-7
51	COc1ccc(/C=N/OCC(=O)Nc2nc3ccccc3s2)cc1	4	-19	23	-4	6	-14	-2	8	4
52	CCn1cc(C2=NOC(C(=O)Nc3cc(OC)c(Cl)cc3OC)C2)c(C)n1 (stereo unspecified)	-3	-23	26	1	-2	-5	-1	7	-13
53	CC(C)N(C)C1CCN(C(=O)Nc2ccc(Cl)cc2)CC1	6	-7	7	5	-1	-7	5	3	9
54	O=C(/C=C/c1ccc(Cl)c([N+](=O)[O-])c1)Nc1ccc(N2CCCC2)c(Cl)c1	9	-13	23	-3	3	0	-2	8	8
55	Cc1ccc(/C=C(\C#N)C(=O)Nc2ccccn2)o1	5	-5	5	8	0	-4	-3	9	-33
56	O=c1c2ccsc2ncn1Cc1ccc(Cl)cc1	3	-17	2	3	2	-7	-2	3	20

Screens deposited in PubChem BioAssay by several laboratories.
